b-catenin transl = modulators of beta-catenin nuclear translocation, primary screen, imaging, HeLa cells, immunofluorescence, high-content; nuclear translocation activity, % at 5 µM; AID 1665, 2009; 190,000 compounds, 0.3% hits;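 active means nuclear translocation activity above 50% at 5 µM, with a well cell count of 50 or more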;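 further: per-cell ratio of nuclear to cytoplasmic median beta-catenin stain intensity; plate controls were DMSO negative control for no effect and GSK-3 inhibitor IX positive control for full effect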
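System: HeLa cells, endogenous beta-catenin; compound dosing: 5 µM primary single dose, 0.1% DMSO, 0.02–20 µM confirmation series; incubation: 24 h compound exposure at 37°C, 5% CO2; signal: beta-catenin immunofluorescence imaging with DAPI; evaluation: % activation, nuclear-to-cytoplasmic median beta-catenin signal ratio per cell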
T cell HTS = modulators of CD8 T cell-vesicle binding, primary screen, mouse 2C CD8+ T cells, flow cytometry; 2C CD8+ T cell-vesicle binding; active compounds read low; calls only at 7 µM; 330,000 compounds, 0.068% hits; AID 2052, 2009;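 active means response, share of CD8 T cells binding vesicles, and their 90th percentile fluorescence all below set limits, cut at about 80% in these data, passing the limit was not always enough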
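Read-out – percent CD8+ FL2 mean versus row control · System – murine 2C transgenic CD8+ T lymphocytes · Times – 1.5 h cell–vesicle binding at 37 °C, then 20 min icy labelling · Control set – naked vesicles low, QL9 vesicles with vehicle high · Detection – cytometric PE anti-B7-1 and Alexa647 anti-CD8 signals after 1% paraformaldehyde fixation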
Ins promoter up = insulin promoter activators in MIN6 cells, imaging, high-content screening, mouse beta cells; MIN6 insulin promoter-GFP reporter; active compounds read high; z-score at 5 µM; 190,000 compounds, 0.3% hits; AID 1625, 2009;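 active means z-score above 3 at 5 µM with at least 500 cells counted in the well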
Hep lipid drop = inhibitors of hepatocyte lipid droplet formation, primary screen, imaging, high-throughput imaging, BODIPY stain | AML12 mouse hepatocytes, oleate lipid droplets | inhibition, % at 6.5 µM | 240,000 compounds, 0.4% hits | AID 1656, 2009;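 active means lipid droplet intensity inhibited by at least 50%, with more than 500 cells counted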
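Test system: AML12 hepatocytes (mouse); reagent: oleate loading, 100 µM; dosing: one dose, 6.5 µM compound; incubation: overnight exposure; signal: fluorescence imaging, 20x objective, two fields per well; read-out basis: % inhibition of corrected integrated BODIPY droplet signal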
MT stabilize HCS = microtubule stabilizers in HeLa cells, primary screen, imaging, high-content imaging; HeLa tubulin immunostaining HCS, 24 h; share of cells brighter than vehicle mean+2SD; % tubulin-high responders, % at 10 µM; 200,000 compounds, 0.83% hits;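 active means plate Z-score above 3 for both tubulin-high and condensed-nucleus cell shares, with cell loss under 80%, at 10 µM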;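 further: anti alpha tubulin signal scored within the nucleus-defined area of each cell; some results filed as inactive read as strong as hits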
Dynein cargo inh = inhibitors of GR-EGFP nuclear translocation, primary screen, dynein cargo transport inhibitor project, imaging, high-content, 3617.4 mouse cells | 220,000 compounds, 0.47% hits | z-score, hits read low | test concentration mostly 20 µM; stimulated with dexamethasone, 1 µM; active compounds read low;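 active means plate z-score of nuclear minus cytoplasmic receptor signal below a set negative limit, without overly bright fluorescence or cell loss, cut at about -3.5 in these data, passing the limit was not always enough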;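 further: z-score of nuclear minus cytoplasmic ring GR-EGFP intensity difference per well; some compounds called inactive have numbers as strong as hits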
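Buffer or medium: tet-free, stripped-serum medium; reagent: dexamethasone at 1.0 µM final, 30 min; incubation: 48 h induction, 1 h compound, 30 min dex at 37 °C; measured by: formaldehyde fixation, Hoechst nuclear stain, 10x automated fluorescence imaging; read-out: nuclear-to-cytoplasmic GR-EGFP distribution per well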
PMI inhibitors = inhibitors of human PMI, primary screen, biochemical, fluorescence intensity, coupled assay (AID 1209); one-dose inhibition, % at 20 µM; IC50 in µM for titrated hits; purified PMI enzyme, coupled fluorescence intensity; higher % means a stronger effect; 190,000 compounds, 0.42% hits; Mannose-6-phosphate isomerase (Homo sapiens); in the data active means inhibition above about 50%;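 further: plate controls were DMSO vehicle for no effect and wells lacking substrate for full effect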
TNAP activation fold = human TNAP enzyme activators, primary screen, biochemical, luminescent, no phosphate acceptor, uHTS (AID 1001); Alkaline phosphatase, tissue-nonspecific isozyme (Homo sapiens); 200,000 compounds, 0.03% hits; purified TNAP, luminescent activation assay, no phosphate acceptor; higher activation fold means a stronger effect; activation fold at 20 µM, or EC50 in µM where a hit was titrated; in the data active means activation fold from about 3, or a potency from the dose series; inactive means the rest, 99 in 100 with activation fold below about 1.6; further: many of its hits are not listed in these tables
Myeloid diff MLP = induction of myeloid progenitor differentiation, primary screen, cell-based, flow cytometry, MLPCN library. ER-HoxA9 myeloid progenitors, lysozyme-GFP differentiation. calls only at 10 µM. 360,000 compounds, 1% hits;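 active means normalized GFP-positive differentiation at or above the plate's own cutoff, the solvent-only control mean plus 3 SD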;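 further: cells exposed to compound for four days before flow analysis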
Dynein cargo inh cytoplasmic EGFP = second read-out of Dynein cargo inh, no call of its own (marks repeat the call); z-score; measured here: cytoplasmic GR-EGFP intensity; active compounds read high
Dynein cargo inh nuclear GR-EGFP = further read-out of Dynein cargo inh, marked with its call; z-score; measured here: nuclear GR-EGFP intensity;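 lower value marks the stronger effect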
Dynein cargo inh cell count = recorded beside Dynein cargo inh, whose call it bears; z-score; measured here: cell count per field
Ins promoter up cell count = recorded beside Ins promoter up, whose call it bears; cell count; measured here: cytotoxicity, nuclei count;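 total cells summed across four imaged fields per well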
Hep lipid drop cells 6.5 µM = further read-out of Hep lipid drop, marked with its call; cell count; measured here: cell count, cytotoxicity flag;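 cells counted across two imaged fields per well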
b-catenin transl cell count 5 µM = second read-out of b-catenin transl, no call of its own (marks repeat the call); cell count; measured here: cell count, cytotoxicity flag
T cell HTS vesicle-bound % = also measured in T cell HTS; calls as there; double positive events, %; measured here: CD8+ vesicle-bound cell fraction;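 binding gate set so that unloaded-vesicle control wells show 10% double positive cells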
MT stabilize HCS Hoechst-high % = further read-out of MT stabilize HCS, marked with its call; % Hoechst-high responders; measured here: nuclear condensation Hoechst responders;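 share of cells brighter than vehicle mean plus two SD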
MT stabilize HCS cytotoxicity % = second read-out of MT stabilize HCS, no call of its own (marks repeat the call); toxicity, %; measured here: cytotoxicity by cell density;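 0% = mean cell density of plate MIN control wells and 100% = no cells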
Myeloid diff MLP GFP+ MAC1+ % = also measured in Myeloid diff MLP; calls as there; GFP+ MAC1+ double positive, %; measured here: differentiation confirmed by MAC1 staining
Starred values were filed as active, the others as inactive; i = inactive; nt = not tested or not shown; + = active, no number.

SMILES	b-catenin transl	b-catenin transl cell count 5 µM	T cell HTS	T cell HTS vesicle-bound %	Ins promoter up	Ins promoter up cell count	Hep lipid drop	Hep lipid drop cells 6.5 µM	MT stabilize HCS	MT stabilize HCS Hoechst-high %	MT stabilize HCS cytotoxicity %	Dynein cargo inh	Dynein cargo inh cytoplasmic EGFP	Dynein cargo inh nuclear GR-EGFP	Dynein cargo inh cell count	PMI inhibitors	TNAP activation fold	Myeloid diff MLP	Myeloid diff MLP GFP+ MAC1+ %
COc1ccc(-c2ncnc(C(F)(F)F)c2-c2csc(C)n2)c(O)c1	0.5	1271	i	40	0	1196	48	742	nt	nt	nt	-0.7	-0.23	-0.21	0.57	nt	nt	i	0.4
Nc1ccc(Br)cc1Br	-0.8	1385	i	23	-0.33	1062	5	718	nt	nt	nt	-0.71	-0.24	0.085	-0.015	nt	nt	i	0.2
CN1CCN(c2ccc(CNS(=O)(=O)c3ccccc3)cc2)CC1	-1.9	1199	i	18	-0.2	1486	-17	626	nt	nt	nt	-0.76	-0.24	-0.41	1.3	nt	nt	i	0.4
O=C1Cc2ccccc2C(=O)N1Cc1ccccc1	nt	nt	i	58	-0.5	838	7	757	1.2	1.7	7.5	1.1	0.25	0.28	-0.51	-16%	1.3	i	0.1
O=C(OCC(=O)N1CCN(C(=O)c2ccco2)CC1)c1cc(=O)c2ccccc2o1	-1.3	963	i	33	-0.42	1358	nt	nt	1.4	1.9	11	0.41	0.32	0.28	-0.41	-7%	1.1	i	1.1
CC(C)(C)C(=O)NC(=S)NCc1ccccc1	0.5	533	i	52	-0.51	1263	-15	632	2.8	2.9	5.4	0.64	-0.25	0.35	-0.1	-3%	1.1	i	1.4
Cc1ccc(C2=CSC3=NS(=O)(=O)CCN23)cc1C	0.3	1393	i	63	-0.99	1603	nt	nt	1.9	2.0	2.3	1.1	0.013	0.46	-1.3	-9%	1	+	4.9*
CN(C)C(CNS(=O)(=O)c1ccc(Br)cc1)c1cccnc1 (stereo not drawn)	-1.9	573	i	18	nt	nt	-6	753	3.4	1.2	4.3	-0.17	-0.17	0.23	2.1	-14%	1.1	i	1.0
Cc1ccc(Sc2c(C)nn(C(=O)C3CC3)c2C)cc1	1.2	999	i	33	-0.33	1413	-27	666	5.1	3.2	2.3	0.81	-0.23	0.59	-0.58	2%	1.2	i	0.4
CN(C)c1ccc(-c2cc([C@H]3[C@@H]4C=CCC[C@@]4(C)C(=O)N3Cc3ccccc3)ccc2F)cc1	1.1	1091	i	24	0.74	852	nt	nt	nt	nt	nt	0.49	-0.8	0.42	-0.28	nt	nt	i	1.2
CCN(CC)CCCNC(=O)C1c2cc(OC)c(OC)cc2C(=O)N(C)C1c1cccnc1 (stereo not drawn)	nt	nt	i	34	-0.73	1182	-1	766	4.6	1.8	7.1	0.28	-0.39	0.29	0.49	-7%	1.1	i	0.8

Profiles as entered above. Order of screens: b-catenin transl	b-catenin transl cell count 5 µM	T cell HTS	T cell HTS vesicle-bound %	Ins promoter up	Ins promoter up cell count	Hep lipid drop	Hep lipid drop cells 6.5 µM	MT stabilize HCS	MT stabilize HCS Hoechst-high %	MT stabilize HCS cytotoxicity %	Dynein cargo inh	Dynein cargo inh cytoplasmic EGFP	Dynein cargo inh nuclear GR-EGFP	Dynein cargo inh cell count	PMI inhibitors	TNAP activation fold	Myeloid diff MLP	Myeloid diff MLP GFP+ MAC1+ %
Profile of O=C(OCC(=O)N1CCN(C(=O)c2ccco2)CC1)c1cc(=O)c2ccccc2o1 : -1.3	963	i	33	-0.42	1358	nt	nt	1.4	1.9	11	0.41	0.32	0.28	-0.41	-7%	1.1	i	1.1
Profile of Nc1ccc(Br)cc1Br : -0.8	1385	i	23	-0.33	1062	5	718	nt	nt	nt	-0.71	-0.24	0.085	-0.015	nt	nt	i	0.2

5 compounds already listed, ordered by SMILES length, ascending:
SMILES	b-catenin transl	b-catenin transl cell count 5 µM	T cell HTS	T cell HTS vesicle-bound %	Ins promoter up	Ins promoter up cell count	Hep lipid drop	Hep lipid drop cells 6.5 µM	MT stabilize HCS	MT stabilize HCS Hoechst-high %	MT stabilize HCS cytotoxicity %	Dynein cargo inh	Dynein cargo inh cytoplasmic EGFP	Dynein cargo inh nuclear GR-EGFP	Dynein cargo inh cell count	PMI inhibitors	TNAP activation fold	Myeloid diff MLP	Myeloid diff MLP GFP+ MAC1+ %
CC(C)(C)C(=O)NC(=S)NCc1ccccc1	0.5	533	i	52	-0.51	1263	-15	632	2.8	2.9	5.4	0.64	-0.25	0.35	-0.1	-3%	1.1	i	1.4
Cc1ccc(C2=CSC3=NS(=O)(=O)CCN23)cc1C	0.3	1393	i	63	-0.99	1603	nt	nt	1.9	2.0	2.3	1.1	0.013	0.46	-1.3	-9%	1	+	4.9*
CN1CCN(c2ccc(CNS(=O)(=O)c3ccccc3)cc2)CC1	-1.9	1199	i	18	-0.2	1486	-17	626	nt	nt	nt	-0.76	-0.24	-0.41	1.3	nt	nt	i	0.4
COc1ccc(-c2ncnc(C(F)(F)F)c2-c2csc(C)n2)c(O)c1	0.5	1271	i	40	0	1196	48	742	nt	nt	nt	-0.7	-0.23	-0.21	0.57	nt	nt	i	0.4
CCN(CC)CCCNC(=O)C1c2cc(OC)c(OC)cc2C(=O)N(C)C1c1cccnc1 (stereo not drawn)	nt	nt	i	34	-0.73	1182	-1	766	4.6	1.8	7.1	0.28	-0.39	0.29	0.49	-7%	1.1	i	0.8
